Screening data as filed in PubChem.
RGS4 inhibitor = blocks human RGS4-accelerated GTP hydrolysis | 0.039% of 390,000 active | Transcreener GDP fluorescence polarization, RGS4-accelerated GTP hydrolysis | P49798 | Potency, µM (highest dose often 114 µM), for inactives: top-dose activity change, negative = inhibition, actives largely listed as inhibitors; further: on the % scale 0 is the no-effect control and ±100 the full control effect; nearly all actives have a fitted effect of over 75% in size; some results filed as inactive show a strong effect at the top dose
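MLSMR compounds (23 nl, pin-transferred) preincubated 10 min at room temperature with a 500nM (2x) first reagent, then RGS4 at 900nM (2x) plus Transcreener GDP mix added; fluorescence polarization (620/688 nm) read before and after 90 min at 30 °C.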
JMJD2A Tudor = inhibitors of human JMJD2A Tudor domain; O75164; AID 504339; AlphaScreen JMJD2A-Tudor / H3K4me3 peptide binding; 4.4% of 390,000 active; Potency, µM (titrated, usually from 114 µM), for inactives: at the highest dose activity change, negative = inhibition, hits mostly inhibitors; further: on the % scale 0 is the no-effect control and ±100 the full control effect; nearly all actives have a fitted effect of over 50% in size
GLS inhibitor = blocks human kidney-isoform glutaminase activity; O94925; GLS enzymatic activity, qHTS titration; Potency, µM (top dose mostly 45.5 µM), without a hit: at the top dose activity change, negative = inhibition, hits mostly inhibitors; 0.21% of 410,000 active; further: on the % scale 0 is the no-effect control and ±100 the full control effect
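Compounds were pin-transferred onto hKGA, after which L-glutamine (1 mM solution) and a detection mix of glutamate oxidase, HRP and Amplex Red were added. Initial and 30 min RT fluorescence reads were collected.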
ERG-DNA inh = ERG Ets/DNA interaction inhibition; fluorescence polarization, His-ERG Ets domain / labelled DNA; P11308; 0.028% of 370,000 active; Potency, µM (top dose mostly 76.9 µM), inactives show top-dose FP activity, negative = inhibition, usual class: inhibitors; active means well fitted inhibition curve with a large enough effect in the polarisation, with a control signal flat; inconclusive means small, poorly fitted or top-dose-only effect, or effect the other way, or a change in a side signal; inactive means no such curve, though single readings can be large or run the other way; the % refers to the polarisation;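 further: polarization taken with two DNA probes labelled with fluorescein and Texas red; % of control where 0% means no effect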
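His-tagged ERG Ets domain (1 uM in the protein solution; 300mM KCl, 50mM Tris-HCl, 1mM EDTA, 1mM DTT, pH 7.5) received compound, then a probe mix of 5 nM fluorescein-DNA and 100nM Texas-615-DNA. Fluorescence polarization was read for both dyes.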
Pin1 inhibitor = inhibitors of human Pin1. 0.009% of 390,000 active. Potency, µM (series often up to 115 µM), for the others: at the highest dose activity, negative = inhibition, usual class: inhibitors. Q13526. Pin1 FP peptide displacement, HiFluor488, 10 min; active means well fitted inhibition curve with a large enough effect in the polarisation, with a control signal flat, not every such curve was filed as active; inconclusive means small, poorly fitted or top-dose-only effect, or effect the other way, or a change in a side signal; inactive means no such curve, though single readings can be large or run the other way; the % refers to the polarisation; further: on the % scale 0 is the no-effect control and ±100 the full control effect
Target sequence (Q13526 whole entry, looked up): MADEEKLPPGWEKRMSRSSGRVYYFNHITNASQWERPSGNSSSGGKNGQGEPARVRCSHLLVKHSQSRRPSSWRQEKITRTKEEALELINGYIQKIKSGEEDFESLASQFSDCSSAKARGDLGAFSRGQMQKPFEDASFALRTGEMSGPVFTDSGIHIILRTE
HP1b chromo inh = inhibitors of HP1-beta chromodomain binding to methylated histone tails; 0.56% of 390,000 active; AlphaScreen HP1-beta / biotin-H3K9me3 peptide binding; Potency, µM (doses to about 114 µM), for inactives: top-dose activity change, negative = inhibition, most hits filed as inhibitors; AID 540317; further: nearly all actives have a fitted effect of over 70% in size; inactives centre near 23
Target sequence (P83916 whole entry, looked up): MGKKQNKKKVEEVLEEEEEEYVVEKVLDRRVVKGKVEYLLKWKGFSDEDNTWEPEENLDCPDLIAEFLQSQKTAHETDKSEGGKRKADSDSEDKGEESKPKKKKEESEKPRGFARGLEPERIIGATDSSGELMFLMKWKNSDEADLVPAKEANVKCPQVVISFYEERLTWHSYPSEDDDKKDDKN
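AlphaScreen: HP1-beta (50 nM) preformed 30 min with biotin-H3(1-18)K9me3 peptide (50 nM) in PBS pH 7.4, 0.01% Tween-20. Compound added for 30 min at RT, then streptavidin donor/nickel chelate acceptor beads (10 ug/mL) for 30 min.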
Tb PGK inh = inhibitors of T. brucei phosphoglycerate kinase; P07378; PGK/GAPDH coupled, Kinase-Glo luminescence, 60 min; Potency, µM (highest dose often 57.5 µM), for inactives: at the top dose activity change, negative = inhibition, most hits filed as inhibitors; 0.043% of 380,000 active; AID 602233; further: on the % scale 0 is the no-effect control and ±100 the full control effect; nearly all actives have a fitted effect of over 60% in size
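Luminescent ATP detection (Kinase-Glo Plus) follows a 60-minute room-temperature incubation, with wells lacking PGK as controls. Buffer: 100 mM TEA (pH 7.6), 5 mM MgCl2, 0.01% Tween-20. Coupling enzyme GAPDH (100 nM final) supplies unstable 1,3-BPG in-well.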
rTrxR1 inhibitor = blocks rat thioredoxin reductase 1; O89049; recombinant rTrxR1, NADPH fluorescence consumption, selenite substrate; Potency, µM (doses to about 114 µM), inactives show top-dose activity change, negative = inhibition, usual class: inhibitors; 1% of 390,000 active; further: on the % scale 0 is the no-effect control and ±100 the full control effect; nearly all actives have a fitted effect of over 65% in size
Target sequence (O89049 whole entry, looked up): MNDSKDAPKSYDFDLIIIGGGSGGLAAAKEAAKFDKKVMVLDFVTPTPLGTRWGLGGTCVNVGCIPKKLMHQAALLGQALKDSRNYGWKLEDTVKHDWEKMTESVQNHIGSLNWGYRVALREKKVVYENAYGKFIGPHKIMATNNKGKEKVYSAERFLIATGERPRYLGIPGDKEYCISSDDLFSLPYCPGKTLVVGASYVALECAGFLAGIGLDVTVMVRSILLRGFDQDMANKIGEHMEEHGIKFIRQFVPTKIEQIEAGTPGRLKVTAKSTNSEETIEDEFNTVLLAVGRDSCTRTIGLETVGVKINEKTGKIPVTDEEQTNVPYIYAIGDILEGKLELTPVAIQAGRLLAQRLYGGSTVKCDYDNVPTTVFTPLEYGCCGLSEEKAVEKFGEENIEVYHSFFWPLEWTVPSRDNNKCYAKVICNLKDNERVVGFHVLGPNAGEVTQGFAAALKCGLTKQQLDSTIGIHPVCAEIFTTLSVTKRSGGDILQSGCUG
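Rat TrxR1 (90 nM in the dispensed reagent) was pre-reduced with 400 uM NADPH for 5 min at room temperature, then incubated with compound for 15 min. After 400 uM selenite was added, NADPH fluorescence (Ex 340/Em 450 nm) was followed for 8 min.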
ALOX12 inh = ALOX12 (human) lipoxygenase inhibition; Potency, µM (series often up to 108 µM), for inactives: top-dose activity change, negative = inhibition, usual class: inhibitors; 1.1% of 580,000 active; purified 12hLO, xylenol orange hydroperoxide absorbance; further: on the % scale 0 is the no-effect control and ±100 the full control effect
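Hydroperoxide product was detected by ferrous iron/xylenol orange as the 573 to 405 nm absorbance ratio. Arachidonic acid at 40 uM (final) was turned over for 30 min at room temperature by 150 nM human 12hLO, pH 7.0 Hepes buffer, after 15 min compound preincubation.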
Active calls of the source: *; i = inactive; ? = inconclusive; . = not tested or not shown; [ ] = dose if it differs, or a comment. Unless noted, the call rests on the fitted dose curve; in most records, active means well fitted curve in the direction sought with a large enough effect; inconclusive means small, poorly fitted or top-dose-only effect, or another doubt; inactive means no such curve, though single readings can be large; an effect the other way counts as inactive or inconclusive. Potency means the concentration at half of the fitted maximal effect. This is a subset (hit frequency here may not be typical).

Below each compound: RGS4 inhibitor	JMJD2A Tudor	GLS inhibitor	ERG-DNA inh	Pin1 inhibitor	HP1b chromo inh	Tb PGK inh	rTrxR1 inhibitor	ALOX12 inh
- Cc1ccc(C)c2[nH]c(=O)c(CN(Cc3ccco3)C(=O)Nc3ccccc3)cc12
 : 4%	?	9%	6%	11%	-22%	1%	17%	.
- O=C1NCCc2c1[nH]c1ccc([N+](=O)[O-])cc21
 : -2%	5%	-3%	-7%	0%	42%[activator]	10%	15%[57.1 µM]	1%
- COc1ccc(S(=O)(=O)N2CCC(C(N)=O)CC2)c2ccccc12
 : 3%	-6%	-2%	-8%	4%	41%	-2%	6%[57.1 µM]	-9%
- CCOc1ccc(-c2c(C(=O)N/N=C/c3ccncc3)nnn2-c2nonc2N)cc1
 : -12%	-15%	-5%	5%	4%	49%[activator]	4%	14%	-25%
- CC(C)(C)c1ccc(C(=O)NC(CC(=O)O)c2ccc(OC3CCCC3)cc2)cc1 (centres undefined)
 : 18%	-6%	4%	8%	2%	28%	2%	8%	-1%
- CC1CCN(C(=O)/C=C/c2ccc(C(C)(C)C)cc2)CC1
 : -3%	12%	-6%	-5%	-1%	71%[activator]	-3%	-11%	-9%
- COc1ccc(-n2c(SCC(=O)Nc3cc(C)on3)nc3c(c2=O)SCC3)cc1OC
 : -12%	-13%	-9%	8%	-15%	17%	i	-4%	8%
- COc1ccc(NC(=O)c2ccc3[nH]c(=O)c(=O)[nH]c3c2)c(OC)c1
 : 28%	-14%	2%	-4%	-7%	16%	2%	5%	8%
- Cc1cccc(Nc2nc(-c3ccccc3)nc3ccccc23)c1
 : -7%	29%	8%	-4%	2%	87%[activator]	i	6%	0%
- Cn1c(=O)c(C(=O)NCCc2ccccc2)c(O)c2ccccc21
 : -7%	80%[activator]	-2%	-9%	-3%	168%[activator]	-3%	17%	4%
- O=C(COC(=O)c1ccc[nH]c1=O)NCCC1=CCCCC1
 : -23%	-8%	-6%	-5%	-6%	2%	-8%	?	-19%
- CC(C)CN(C(=O)COC(=O)/C=C/c1ccc(Cl)c(Cl)c1)c1c(N)n(Cc2ccccc2)c(=O)[nH]c1=O
 : 1%	-18%	1%	2%	25%	6%	8%	13%	-6%
- CN1CC(=O)N(CC(=O)NCCc2ccc(F)cc2)c2ccccc2C1=O
 : 12%	-6%	0%	-1%	5%	44%	3%	-4%	0%
- COc1ccc(NC(=O)CSc2nc3ccccc3n2CC(=O)N2CCCC(C)C2)cc1 (centres undefined)
 : 1%	9%	-1%	-3%	2%	35%	-1%	12%[57.1 µM]	-1%
- COc1ccccc1C(=O)NCCC(=O)N(C)Cc1cccnc1
 : 1%	-4%	0%	5%	-4%	39%[activator]	-8%	21%	33%[activator]
- O=C(CC1CCCC1)N1CCN(S(=O)(=O)c2ccc(F)cc2)CC1
 : -4%	-1%	-1%	-9%	-9%	46%[activator]	-4%	-1%	-12%
- COc1ccccc1C1NC(=O)c2n[nH]c(-c3cccs3)c21 (centres undefined)
 : -10%	-28%	3%	-4%	4%	8%	-7%	0%	-23%
- CCn1c(CN2CCCCC2)nc2cc(NC(=O)COc3ccc(C(C)(C)C)cc3)ccc21
 : -5%	-6%	3%	5%	1%	64%[activator]	-9%	8%	-7%
- N#CC1=C(S)N(c2ccccc2)C(c2ccco2)NC1=O (centres undefined)
 : -14%	-1%	-2%	12%	15%	45%[activator]	-4%	22%[57.1 µM]	?
- CCc1cc2c(NC3CCCC3)ncnc2s1
 : -22%	-1%	2%	9%	0%	40%[activator]	i	5%	-18%

Given field by field: part of the list above
CC(C)CN(C(=O)COC(=O)/C=C/c1ccc(Cl)c(Cl)c1)c1c(N)n(Cc2ccccc2)c(=O)[nH]c1=O
  RGS4 inhibitor: 1%
  JMJD2A Tudor: -18%
  GLS inhibitor: 1%
  ERG-DNA inh: 2%
  Pin1 inhibitor: 25%
  HP1b chromo inh: 6%
  Tb PGK inh: 8%
  rTrxR1 inhibitor: 13%
  ALOX12 inh: -6%

CCOc1ccc(-c2c(C(=O)N/N=C/c3ccncc3)nnn2-c2nonc2N)cc1
  RGS4 inhibitor: -12%
  JMJD2A Tudor: -15%
  GLS inhibitor: -5%
  ERG-DNA inh: 5%
  Pin1 inhibitor: 4%
  HP1b chromo inh: 49%[activator]
  Tb PGK inh: 4%
  rTrxR1 inhibitor: 14%
  ALOX12 inh: -25%

O=C(COC(=O)c1ccc[nH]c1=O)NCCC1=CCCCC1
  RGS4 inhibitor: -23%
  JMJD2A Tudor: -8%
  GLS inhibitor: -6%
  ERG-DNA inh: -5%
  Pin1 inhibitor: -6%
  HP1b chromo inh: 2%
  Tb PGK inh: -8%
  rTrxR1 inhibitor: ?
  ALOX12 inh: -19%

CCc1cc2c(NC3CCCC3)ncnc2s1
  RGS4 inhibitor: -22%
  JMJD2A Tudor: -1%
  GLS inhibitor: 2%
  ERG-DNA inh: 9%
  Pin1 inhibitor: 0%
  HP1b chromo inh: 40%[activator]
  Tb PGK inh: i
  rTrxR1 inhibitor: 5%
  ALOX12 inh: -18%

(continued)
Below each compound: RGS4 inhibitor	JMJD2A Tudor	GLS inhibitor	ERG-DNA inh	Pin1 inhibitor	HP1b chromo inh	Tb PGK inh	rTrxR1 inhibitor	ALOX12 inh
- O=C(CCCN1C(=O)/C(=C/c2ccccc2Cl)SC1=S)NCCCN1CCOCC1
 : -44%	?	5%	82%[activator]	19%	-35%	-6%	-23%	-4%
- CCCCNC(=O)CSc1ccc(S(=O)(=O)N2CCOCC2)cn1
 : 7%	-17%	-6%	17%	1%	23%	i	12%	8%
- CCOc1ccc(N(CC(=O)N2CCOCC2)S(=O)(=O)c2ccc(Cl)cc2)cc1
 : 0%	-7%	-3%	-3%	-2%	42%[activator]	i	12%	7%
- COc1ccc(-c2cc(C(=O)Nc3cc(Cl)ccc3OC)no2)cc1
 : -16%	3%	-15%	-5%	-2%	34%	4%	20%[57.1 µM]	10%
- CN1CCN(c2ccc(Cl)cc2NC(=O)c2ccc(S(=O)(=O)N(C)C)cc2)CC1
 : 21%	-10%	6%	3%	-5%	11%	4%	0%[57.1 µM]	-17%
- CCOc1ccc(S(=O)(=O)N(C)c2ccc(OCC(=O)NCc3ccco3)cc2)cc1
 : -24%	-27%	-3%	12%	3%	3%	-5%	25%	-19%
- O=C(CC1CCCCC1)NCc1ccc(F)cc1
 : 35%	-8%	0%	-14%	-8%	30%	-1%	27%	-3%
- Cc1ccc(C2c3[nH]c4ccccc4c3CCN2C(=O)Nc2ccc(C)c(C)c2)cc1 (centres undefined)
 : -1%	?	6%	1%	-2%	-18%	-4%	13%[57.1 µM]	-19%
- N/C(Cc1cccc2ccccc12)=N\OC(=O)c1ccc2c(c1)OCO2
 : -20%[11.4 µM]	?	45%[activator]	-8%	-10%	-21%	3%	-3%	-9%
- CC1Sc2ccc(S(=O)(=O)N3CCC(C(=O)NCc4ccc(Cl)cc4)CC3)cc2NC1=O (centres undefined)
 : -12%[11.4 µM]	-4%	2%	-4%	17%	48%[activator]	-4%	10%	23%
- CC1(C)S[C@@H]2[C@H](NC(=O)COc3ccccc3)C(=O)N2C1C(=O)OCC1CCCCC1 (some centres undefined)
 : 13%	-3%	4%	-8%	0%	33%	-1%	6%[57.1 µM]	-20%
- NC(=O)C1=C[C@H](c2ccccc2)C[C@H](OCc2ccc(CO)cc2)O1
 : -7%	-16%	4%	1%	4%	22%	i	0%	-8%
- O=[N+]([O-])c1ccc(N2CCN(Cc3cccc([N+](=O)[O-])c3)CC2)cc1
 : 20%	?	9%	-7%	4%	-7%	1%	16%	-5%
- COc1ccc(C2Nc3ccccc3C(=O)N2Cc2ccccc2)cc1Cn1nnc2ccccc21 (centres undefined)
 : 12%	-12%	9%	.	10%	7%	-4%[11.5 µM]	65%[activator]	19%
- O=C1CSC(c2cccnc2)N1C1CCCCC1 (centres undefined)
 : -24%	4%	-10%	1%	10%	49%[activator]	2%	9%	1%
- CCN(CC)S(=O)(=O)c1ccc2nc(NC(=O)c3cncc(Br)c3)sc2c1
 : 15%	6%	5%	-3%	8%	39%[57 µM]	-3%	2%[57.1 µM]	-7%
- CCN(CC)S(=O)(=O)c1ccc(N(C)Cc2ccc(C(F)(F)F)cc2)nc1
 : -19%[11.4 µM]	17%[11.4 µM]	-15%	0%	-3%	17%	-4%	-6%[57.1 µM]	1%
- Cc1ccc(S(=O)(=O)N2CCN(Cc3ccccc3)CC2)s1
 : -19%	3%	-8%	2%	0%	37%[activator]	-8%	36%[activator]	0%
- COc1cc(/C=C2\SC(=S)N(NC(C)=O)C2=O)ccc1OC(=O)c1ccco1
 : ?	?	1%	.	33%[activator]	-9%	-3%	-32%	-2%
- COc1cccc(OCc2cc(C(=O)NCc3ccc4c(c3)OCO4)no2)c1
 : -8%	4%	-4%	-6%	16%	13%[57 µM]	i	19%	-13%
- CCCN(CCC)CC(O)Cn1cc(/C=C/C(=O)c2ccccc2)c2ccccc21 (centres undefined)
 : -20%	?	3%	4%	34%[activator]	9%	-6%	-20%	?
